BioA inh: M. tuberculosis BioA enzyme inhibitors, primary screen, biochemical, plate reader, single point, HTS; 7,8-diaminopelargonic acid synthase BioA (Mycobacterium tuberculosis); purified M. tuberculosis BioA enzyme; inhibition, % at 9.99 µM; actives 0.096% (n = 360,000); in the data active = inhibition above about 40%
Starred values were filed as active, the others as inactive. A portion of the library; count on the stated rates, not on these rows.

Compound	BioA inh
CC(C)C(=O)Nc1ccc2c(c1)C(=O)N(C)[C@@H]1CC[C@H](CC(=O)Nc3ccccc3)O[C@@H]1CO2	-1.9
COc1ccccc1CNC(=O)C[C@@H]1CC[C@@H]2[C@H](COC[C@H](O)CN2Cc2ccc3c(c2)OCO3)O1	-1.6
C[C@@H]1CN([C@H](C)CO)S(=O)(=O)c2ccc(-c3ccc(C#N)cc3)cc2O[C@H]1CN(C)Cc1cccc(F)c1	2.4
CCNC[C@H]1[C@H](c2ccc(C3=CCCCC3)cc2)[C@@H](CO)N1C(=O)NC(C)C	-2.9
C[C@@H]1CN([C@@H](C)CO)C(=O)Cc2cc(NS(=O)(=O)c3cccs3)ccc2O[C@H]1CN(C)C(=O)Nc1ccc2c(c1)OCO2	0.2
COc1ccc(S(=O)(=O)N(C)C[C@@H]2Oc3ccc(NS(=O)(=O)c4c(C)noc4C)cc3CC(=O)N([C@@H](C)CO)C[C@H]2C)cc1	-0.4
C[C@H](CO)N1C[C@H](C)[C@@H](CN(C)S(=O)(=O)c2ccc(F)cc2)Oc2ccc(NC(=O)CCCCCC(=O)Nc3ccccc3N)cc2CC1=O	-0.8
COc1cccc(S(=O)(=O)Nc2ccc3c(c2)C(=O)N(C)[C@@H]2CC[C@H](CC(=O)O)O[C@@H]2CO3)c1	1.5
C=CCCN(CC#C[C@H]1Oc2ccccc2S(=O)(=O)N2CCC[C@@H]12)S(=O)(=O)c1ccc(C)cc1	0.7
COC(=O)C[C@H]1CC[C@H]2[C@@H](COC[C@@H](O)CN2S(=O)(=O)c2ccccc2OC)O1	-1.0
COc1cccc(C#Cc2ccc([C@@H]3[C@@H](C#N)N(C(=O)C4CCOCC4)[C@H]3CO)cc2)c1	-0.4
Cc1noc(C)c1NC(=O)N(C)C[C@@H]1Oc2ccc(NC(=O)Nc3ccc(F)cc3)cc2C(=O)N([C@H](C)CO)C[C@H]1C	2.0
C[C@@H]1CN([C@H](C)CO)C(=O)c2cccc(NS(=O)(=O)c3ccc(Cl)cc3)c2O[C@H]1CN(C)C(=O)Nc1cccc2ccccc12	-2.0
Cc1ccc(-c2cnc3c(c2)C(=O)N([C@@H](C)CO)C[C@@H](C)[C@H](CN(C)C(=O)Cc2ccncc2)O3)cc1	-1.9
Cc1noc(C)c1S(=O)(=O)N(C)C[C@@H]1OCCCC[C@@H](C)Oc2ccc(NC(=O)Cc3ccccc3)cc2C(=O)N([C@H](C)CO)C[C@@H]1C	0.7
O=C(c1ccccc1)N1C[C@H]2[C@@H](c3ccccc31)[C@@H](CO)N2C(=O)c1ccccn1	1.1
C[C@H](CO)N1C[C@H](C)[C@@H](CN(C)Cc2ccc3c(c2)OCO3)Oc2ccc(NC(=O)Cc3cn(C)c4ccccc34)cc2C1=O	1.6
C[C@H]1CN([C@@H](C)CO)C(=O)Cc2cc(NS(C)(=O)=O)ccc2O[C@H]1CN(C)C(=O)Nc1ccccc1	-2.4
CCC(=O)N(C)C[C@@H]1Oc2cc(-c3cccnc3)ccc2S(=O)(=O)N([C@@H](C)CO)C[C@H]1C	5.2
O=C(Cc1ccccn1)NCC[C@H]1CC[C@@H](NC(=O)CN2CCOCC2)[C@H](CO)O1	-3.0
CO[C@@H]1CN(C)C(=O)c2cc(NC(=O)Nc3ccccc3F)ccc2OC[C@H](C)N(C)C[C@H]1C	-2.4
O=C(O)[C@H]1[C@H](CO)[C@H]2Cn3c(ccc(C4=CCCCC4)c3=O)[C@H]2N1Cc1ccc2c(c1)OCO2	1.2
C[C@@H]1CN([C@H](C)CO)C(=O)c2cc(C#CC3CCCCC3)cnc2O[C@@H]1CN(C)Cc1cncnc1	-0.4
C[C@@H](NC(=O)C[C@H]1CC[C@H](NS(=O)(=O)c2cccc(F)c2)[C@H](CO)O1)c1ccccc1	-1.0
C[C@H]1CN([C@@H](C)CO)C(=O)Cc2cc(NC(=O)Nc3ccc4c(c3)OCO4)ccc2O[C@H]1CN(C)C(=O)Nc1ccc2c(c1)OCO2	3.5
C[C@@H]1CN([C@H](C)CO)C(=O)c2cc(NC(=O)NC3CCCCC3)ccc2O[C@@H](C)CCCCO[C@@H]1CN(C)S(=O)(=O)c1cccs1	-1.9
CO[C@H]1CN(C)C(=O)c2ccc(NC(=O)NC(C)C)cc2OC[C@H](C)N(Cc2ccccc2)C[C@@H]1C	-0.9
COc1cccc(-c2cnc3c(c2)C(=O)N([C@H](C)CO)C[C@H](C)[C@H](CN(C)C(=O)CN(C)C)O3)c1	-0.1
CS(=O)(=O)N1[C@@H]2Cn3c(cccc3=O)[C@H]1[C@@H](C(=O)NCc1ccc(F)cc1)[C@@H]2CO	-0.5
C[C@@H]1CN([C@@H](C)CO)C(=O)c2cc(NC(=O)Nc3ccc(C(F)(F)F)cc3)ccc2O[C@@H](C)CCCCO[C@H]1CN(C)Cc1ccncc1	0.1
CN1C(=O)c2cc(NC(=O)C3CCCCC3)ccc2OC[C@H]2O[C@@H](CC(=O)NCc3ccccc3F)CC[C@@H]21	-0.1
COCC(=O)Nc1ccc2c(c1)C(=O)N(C)C[C@@H](OC)[C@@H](C)CN(Cc1ccccc1OC)[C@H](C)CO2	0.4
C[C@@H]1CN([C@H](C)CO)C(=O)c2cccc(NS(=O)(=O)c3ccccc3)c2O[C@@H]1CN(C)Cc1ccccc1	1.6
COc1ccc(NC(=O)Nc2ccc3c(c2)C(=O)N([C@@H](C)CO)C[C@@H](C)[C@H](CN(C)Cc2ccncc2)O3)cc1	3.8
C[C@H](CO)N1C[C@H](C)[C@H](CN(C)CC2CC2)OCCCC[C@H](C)Oc2ccc(NS(=O)(=O)c3ccc(F)cc3)cc2C1=O	-0.4
C[C@H](CO)N1C[C@H](C)[C@H](CN(C)C(=O)Nc2ccccc2)Oc2c(NC(=O)c3cnccn3)cccc2C1=O	-1.9
C[C@@H]1CN([C@@H](C)CO)C(=O)c2cc(NC(=O)C3CC3)ccc2O[C@@H]1CN(C)S(=O)(=O)c1cn(C)cn1	0.5
O=C(c1ccc(F)cc1)N(CC1CCC1)C[C@@H]1N[C@H](CO)[C@@H]1c1ccccc1	-0.8
COc1ccc(C#Cc2ccc3c(c2)O[C@@H](CN(C)C(=O)Nc2cccc(OC)c2)[C@@H](C)CN([C@H](C)CO)S3(=O)=O)cc1	-4.1
CCNC(=O)C[C@H]1CC[C@H](NS(=O)(=O)c2ccc(C)cc2)[C@H](CO)O1	0.4
CCCN(C)C[C@H]1Oc2ncc(-c3ccccc3F)cc2C(=O)N([C@H](C)CO)C[C@@H]1C	-0.9
C[C@@H]1CN([C@H](C)CO)C(=O)c2cc(NC(=O)CCCN(C)C)ccc2O[C@H]1CN(C)Cc1ccc2c(c1)OCO2	6.0
CO[C@H]1CN(C)C(=O)c2ccc(NC(=O)Nc3cc(F)ccc3F)cc2OC[C@@H](C)NC[C@H]1C	1.7
C[C@H]1CN([C@@H](C)CO)C(=O)c2cc(NS(C)(=O)=O)ccc2O[C@@H]1CN(C)C	-4.0
C[C@H]1CN([C@@H](C)CO)C(=O)c2cccc(NC(=O)NC3CCCCC3)c2O[C@H]1CN(C)C(=O)Nc1ccccc1	2.9
CCC(=O)N1C[C@H](C)[C@H](OC)CN(C)C(=O)c2ccc(NC(=O)C3CCCCC3)cc2OC[C@@H]1C	-0.1
COc1ccc(S(=O)(=O)Nc2ccc3c(c2)C(=O)N([C@@H](C)CO)C[C@@H](C)[C@@H](CN(C)C(=O)Nc2ccc(C(F)(F)F)cc2)OCCCC[C@H](C)O3)cc1	0.0
C[C@@H]1CN([C@H](C)CO)C(=O)Cc2cc(NS(=O)(=O)c3ccc(Cl)cc3)ccc2O[C@@H]1CN(C)CC1CC1	10.0
COc1ccc(CN(C)C[C@@H]2Oc3ccc(NC(=O)NC(C)C)cc3C(=O)N([C@@H](C)CO)C[C@H]2C)cc1	0.7
COc1cccc(C(=O)Nc2ccc3c(c2)C(=O)N(C)C[C@H](OC)[C@@H](C)CN(CCc2ccccc2)[C@H](C)CO3)c1	-2.9
CCNC(=O)[C@H]1[C@H](CO)[C@H]2Cn3c(ccc(C4=CCCC4)c3=O)[C@H]2N1C(=O)CC1CC1	-0.6
COc1ccc(C(=O)Nc2ccc3c(c2)OC[C@H](C)N(C)C[C@@H](C)[C@@H](OC)CN(C)C3=O)cc1	-0.8
C[C@@H]1CN([C@@H](C)CO)C(=O)c2cccc(NS(C)(=O)=O)c2O[C@H]1CN(C)C	-0.7
COc1ccc(C(=O)Nc2ccc3c(c2)OC[C@@H](C)N(C(C)=O)C[C@H](C)[C@@H](OC)CN(C)C3=O)cc1	6.1
C[C@@H]1CN([C@@H](C)CO)C(=O)Cc2cc(NS(=O)(=O)c3cn(C)cn3)ccc2O[C@@H]1CN(C)S(=O)(=O)c1ccccc1	-0.2
CCC(=O)Nc1ccc2c(c1)OC[C@@H](C)N(Cc1ccncc1)C[C@H](C)[C@@H](OC)CN(C)C2=O	0.9
CCO[C@@H]1OC(C(=O)N2CCCC2)=C[C@H](C2CCCCC2)[C@H]1CCCO	-1.3
CO[C@H]1CN(C)C(=O)c2cc(NC(=O)c3cc(C)on3)ccc2OC[C@H](C)N(C)C[C@H]1C	1.0
COc1ccc(NC(=O)Nc2ccc3c(c2)C(=O)N([C@H](C)CO)C[C@@H](C)[C@@H](CN(C)S(=O)(=O)c2ccc(F)cc2)O3)cc1	4.0
C[C@H](CO)N1C[C@H](C)[C@@H](CN(C)Cc2ccccc2)Oc2ncc(Br)cc2C1=O	4.1

structure: CC=Cc1ccc2n(c1=O)C[C@H]1[C@H](CO)[C@@H](C(=O)NCCC)[C@@H]2N1Cc1nccs1 (mixture of isomers)
  BioA inh: 0.9
structure: C[C@@H]1CN([C@@H](C)CO)C(=O)c2cc(NS(=O)(=O)c3ccccc3)ccc2O[C@H]1CN(C)C(=O)NC1CCCCC1
  BioA inh: -2.0
structure: COc1ccc(NC(=O)N(C)C[C@H]2Oc3c(NC(=O)C4CC4)cccc3C(=O)N([C@@H](C)CO)C[C@H]2C)cc1
  BioA inh: 3.3
structure: CO[C@@H]1CN(C)C(=O)c2ccc(NS(C)(=O)=O)cc2OC[C@H](C)N(C(=O)CC2CC2)C[C@@H]1C
  BioA inh: 0.9
structure: COc1ccc(S(=O)(=O)Nc2cccc3c2O[C@H](CN(C)C)[C@H](C)CN([C@H](C)CO)C3=O)cc1
  BioA inh: -2.5
structure: COc1ccccc1S(=O)(=O)N1CC[C@@H]2[C@H](CO)Nc3ccc(-c4ccc(C#N)cc4)cc3[C@@H]21
  BioA inh: 1.3
structure: O=C(C[C@H]1CC[C@@H]2[C@H](COC[C@H](O)CN2S(=O)(=O)c2cccc(F)c2)O1)Nc1ccc(-c2ccccc2)cc1
  BioA inh: 2.0
structure: COc1ccc(CN(C)C[C@H]2Oc3c(NC(=O)Nc4ccc(F)cc4)cccc3C(=O)N([C@H](C)CO)C[C@@H]2C)cc1
  BioA inh: 0.8
structure: C[C@H](NC(=O)[C@@H]1[C@@H](CO)[C@@H]2Cn3c(ccc(C4=CCCC4)c3=O)[C@@H]2N1C)c1ccccc1
  BioA inh: -1.7
structure: C[C@H]1CN([C@@H](C)CO)S(=O)(=O)c2ccc(C#CC3CCCC3)cc2O[C@@H]1CN(C)S(C)(=O)=O
  BioA inh: 2.5

Part of the list above in order of molar mass, smallest number first:
structure: C[C@H](NC(=O)[C@@H]1[C@@H](CO)[C@@H]2Cn3c(ccc(C4=CCCC4)c3=O)[C@@H]2N1C)c1ccccc1
  BioA inh: -1.7
structure: COc1ccccc1S(=O)(=O)N1CC[C@@H]2[C@H](CO)Nc3ccc(-c4ccc(C#N)cc4)cc3[C@@H]21
  BioA inh: 1.3
structure: CO[C@@H]1CN(C)C(=O)c2ccc(NS(C)(=O)=O)cc2OC[C@H](C)N(C(=O)CC2CC2)C[C@@H]1C
  BioA inh: 0.9
structure: COc1ccc(S(=O)(=O)Nc2cccc3c2O[C@H](CN(C)C)[C@H](C)CN([C@H](C)CO)C3=O)cc1
  BioA inh: -2.5
structure: COc1ccc(NC(=O)N(C)C[C@H]2Oc3c(NC(=O)C4CC4)cccc3C(=O)N([C@@H](C)CO)C[C@H]2C)cc1
  BioA inh: 3.3
structure: COc1ccc(CN(C)C[C@H]2Oc3c(NC(=O)Nc4ccc(F)cc4)cccc3C(=O)N([C@H](C)CO)C[C@@H]2C)cc1
  BioA inh: 0.8
structure: C[C@@H]1CN([C@@H](C)CO)C(=O)c2cc(NS(=O)(=O)c3ccccc3)ccc2O[C@H]1CN(C)C(=O)NC1CCCCC1
  BioA inh: -2.0

New compounds follow.
structure: CN1CCN(C(=O)C[C@@H]2CC[C@H]3[C@@H](COc4ccc(NC(=O)C5CCCCC5)cc4C(=O)N3C)O2)CC1
  BioA inh: 9.7
structure: C/C=C/c1ccc2c(c1)O[C@H](CN(C)C(=O)C1CCOCC1)[C@H](C)CN([C@H](C)CO)S2(=O)=O
  BioA inh: -1.8
structure: COc1ccc(C#Cc2ccc([C@H]3[C@@H](CO)N4CCCCN(C(=O)Nc5ccccc5F)C[C@H]34)cc2)cc1
  BioA inh: 2.5
structure: CCCc1cn(CC[C@@H]2CC[C@@H](NS(=O)(=O)c3ccccc3Cl)[C@H](CO)O2)nn1
  BioA inh: 1.5
structure: C[C@@H]1CN([C@H](C)CO)C(=O)c2cc(NS(C)(=O)=O)ccc2O[C@H]1CN(C)Cc1ccc(-c2ccccc2)cc1
  BioA inh: 0.2
structure: CO[C@@H]1CN(C)C(=O)c2cc(NC(=O)c3cccc(F)c3)ccc2OC[C@H](C)NC[C@H]1C
  BioA inh: 0.4
structure: CN(C)C(=O)[C@@H]1[C@@H](CO)[C@@H]2Cn3c(cccc3=O)[C@@H]2N1CCc1ccccc1
  BioA inh: 0.0
structure: C[C@@H]1CCCCO[C@H](CN(C)S(=O)(=O)c2cccs2)[C@H](C)CN([C@H](C)CO)C(=O)c2cc(NS(=O)(=O)c3ccc(Cl)cc3)ccc2O1
  BioA inh: -1.8
structure: O=C(NC[C@H]1[C@@H](c2ccccc2)[C@@H](CO)N1CC1CCCC1)c1ccncc1
  BioA inh: -0.5
structure: CNC(=O)C[C@H]1CC[C@H]2[C@@H](COc3ccc(NC(=O)Cc4cccs4)cc3C(=O)N2C)O1
  BioA inh: 0.3
structure: C/C=C/c1ccc2c(c1)O[C@H](CN(C)C(=O)c1ccccc1)[C@H](C)CN([C@H](C)CO)S2(=O)=O
  BioA inh: 5.4
